Screening data from PubChem BioAssay.
phage Ecoli inh: E. coli growth loss with phage present | inhibition, % at 11.9 µM | growth absorbance | 360,000 tested, 0.26% active | AID 651602; in the data active means inhibition above about 11%
* hit, by the source's call. The list is partial (hit frequency here may not be typical).

Screening N#Cc1ccc(OCCCN2CCC(C(O)(C3=CCCC3)c3ccccc3)CC2)cc1 (stereo unspecified) returned phage Ecoli inh 2.1.
For Oc1cccc2cc(Nc3ccccc3)cnc12 the results were phage Ecoli inh 23*.
Screening Cc1cccc(C)c1NC(=O)c1csc([C@@H]2O[C@H](CO)[C@H](O)[C@H](O)[C@H]2O)n1 returned phage Ecoli inh 5.0.
Screening COc1ccc(CCN2CC(=O)N3CCc4ccc(N5CCOCC5)cc4C3CC2=O)cc1OC (stereo unspecified) returned phage Ecoli inh -1.9.
For Cn1c(=O)c2cc(NC(=O)CC(C)(C)C)ccc2n1-c1ccccc1F the results were phage Ecoli inh 2.6.
`O=C(Nc1ccccc1)Nc1nnc([C@H]2C[C@H](O)[C@@H](CO)O2)s1` gave phage Ecoli inh 4.7.
For C#CCNC(=O)C[C@@H]1C[C@@]2(C(=O)OCC)CCCC=C2N(Cc2ccc3c(c2)OCO3)C1=O the results were phage Ecoli inh 2.5.
`COc1ccc(C(O)c2nc(-c3cnc4ccccc4c3)cs2)cc1` (stereo unspecified) gave phage Ecoli inh 5.2.
For CC1(C(=O)NS(=O)(=O)c2ccc(Cl)cc2)CCN1C(=O)C1(c2ccccc2)CCCC1 (stereo unspecified) the results were phage Ecoli inh 2.9.
Screening COC(=O)C[C@H]1C=C[C@@H](NS(=O)(=O)c2ccc(C)cc2)[C@@H](CO)O1 returned phage Ecoli inh 1.4.
`C=Cc1ccc(Cn2c(C)c(C(=O)NCc3ccc(Cl)c(Cl)c3)sc2=O)cc1` gave phage Ecoli inh 2.7.
`CC1(C(=O)Nc2ccc3c(c2)OCCO3)CCN1C(=O)c1cccc(F)c1` (stereo unspecified) gave phage Ecoli inh 1.1.
Screening C[C@@H]1CN([C@H](C)CO)C(=O)CCCn2cc(nn2)CO[C@H]1CN(C)S(=O)(=O)c1ccc(F)cc1 returned phage Ecoli inh 1.0.
For COCCNc1nc(NCc2cnc(C)cn2)c2sccc2n1 the results were phage Ecoli inh -0.1.
For COc1ccc(Cc2c(-c3ccc(C)cc3)nc3c4ccccc4ccn23)c(C)c1 the results were phage Ecoli inh 3.9.
Screening CC1(C(=O)NS(=O)(=O)c2cccc(C#N)c2)CCN1C(=O)c1ccccc1CCc1ccccc1 (stereo unspecified) returned phage Ecoli inh 2.4.
Nc1[nH]c(C(=O)c2ccccc2)c(-c2ccc(F)cc2)c1C(=O)c1c[nH]c2ccccc12 was read as phage Ecoli inh -0.8.
`CC(O)(c1cccnc1)c1nc(-c2cccc(C(F)(F)F)c2)cs1` (stereo unspecified) gave phage Ecoli inh 1.4.
CCCCNC(=O)C[C@@H]1C[C@@]2(C(=O)OC)CCCCC=C2N(Cc2ccc(Cl)cc2Cl)C1=O was read as phage Ecoli inh 1.2.
`COc1ccc(C(c2nnnn2C(C)(C)C)N2CCN(C/C=C/c3ccccc3)CC2)cc1` (stereo unspecified) gave phage Ecoli inh -3.4.

In the list so far, these have a carbonyl joined to an NH by a bond outside any ring.
Screening Cc1cccc(C)c1NC(=O)c1csc([C@@H]2O[C@H](CO)[C@H](O)[C@H](O)[C@H]2O)n1 returned phage Ecoli inh 5.0.
For Cn1c(=O)c2cc(NC(=O)CC(C)(C)C)ccc2n1-c1ccccc1F the results were phage Ecoli inh 2.6.
`O=C(Nc1ccccc1)Nc1nnc([C@H]2C[C@H](O)[C@@H](CO)O2)s1` gave phage Ecoli inh 4.7.
For C#CCNC(=O)C[C@@H]1C[C@@]2(C(=O)OCC)CCCC=C2N(Cc2ccc3c(c2)OCO3)C1=O the results were phage Ecoli inh 2.5.
For CC1(C(=O)NS(=O)(=O)c2ccc(Cl)cc2)CCN1C(=O)C1(c2ccccc2)CCCC1 (stereo unspecified) the results were phage Ecoli inh 2.9.
`C=Cc1ccc(Cn2c(C)c(C(=O)NCc3ccc(Cl)c(Cl)c3)sc2=O)cc1` gave phage Ecoli inh 2.7.
`CC1(C(=O)Nc2ccc3c(c2)OCCO3)CCN1C(=O)c1cccc(F)c1` (stereo unspecified) gave phage Ecoli inh 1.1.
Screening CC1(C(=O)NS(=O)(=O)c2cccc(C#N)c2)CCN1C(=O)c1ccccc1CCc1ccccc1 (stereo unspecified) returned phage Ecoli inh 2.4.
CCCCNC(=O)C[C@@H]1C[C@@]2(C(=O)OC)CCCCC=C2N(Cc2ccc(Cl)cc2Cl)C1=O was read as phage Ecoli inh 1.2.

Later entries.
For CC(O)(c1ccncc1)c1nc(-c2cccc(C(F)(F)F)c2)cs1 (stereo unspecified) the results were phage Ecoli inh 3.9.
COc1ccc(OC)c(C(O)c2ncc(-c3cccc4ccccc34)[nH]2)c1 (stereo unspecified) was read as phage Ecoli inh 3.3.
CCNC(=O)C1(C)CCN(C(=O)c2ccc(OC)cc2OC)C1 (stereo unspecified) was read as phage Ecoli inh 2.1.
Screening CN1CCC(N2CCN(C3CN(CCc4ccccc4)S(=O)(=O)C3)CC2)CC1 (stereo unspecified) returned phage Ecoli inh 1.4.
`Clc1ccccc1-c1cnc2sc(NCc3ccc4c(c3)OCO4)nn12` gave phage Ecoli inh 3.0.
Screening CC(=O)Nc1ccc(-c2ccnc3c2CC(C)(C(=O)NCCC(F)(F)F)O3)cc1 (stereo unspecified) returned phage Ecoli inh 2.3.
For CCOC(=O)[C@]12CCCC=C1N(Cc1ccc3c(c1)OCO3)C(=O)[C@H](CC(=O)N1CCSCC1)C2 the results were phage Ecoli inh 1.8.
For COc1ccc(CN2C(=O)c3cccc4cccc(c34)C2c2nc3ccccc3[nH]2)cc1 (stereo unspecified) the results were phage Ecoli inh 3.4.
Screening Cc1ccc(Cc2c(-c3cccc(Br)c3)nc3c4ccccc4ccn23)cc1 returned phage Ecoli inh 3.1.
Screening Cc1c(C(=O)NCc2ccccc2C(F)(F)F)sc(=O)n1Cc1cccc(C(F)(F)F)c1 returned phage Ecoli inh 3.0.

Continued, starting with the last two of the part before.
Screening Cc1ccc(Cc2c(-c3cccc(Br)c3)nc3c4ccccc4ccn23)cc1 returned phage Ecoli inh 3.1.
Screening Cc1c(C(=O)NCc2ccccc2C(F)(F)F)sc(=O)n1Cc1cccc(C(F)(F)F)c1 returned phage Ecoli inh 3.0.
COCCN(Cc1ccc(C)cc1)C(=O)[C@H]1O[C@@H](n2ccc(N)nc2=O)[C@H](O)[C@@H]1O was read as phage Ecoli inh 1.8.
For COCCN1C[C@@H](CO)O[C@@H](n2cnc3c(NCCN(C)C)ncnc32)C1 the results were phage Ecoli inh 2.1.
`CSc1ccc(CN2CCC2(C)C(=O)Nc2ccc3c(c2)OCO3)cc1` (stereo unspecified) gave phage Ecoli inh -2.1.
CCCOc1ccc(F)cc1-c1cc(C(=O)NCCOC)[nH]n1 was read as phage Ecoli inh 4.1.
For CNc1cncc(-c2cccc(O)c2)n1 the results were phage Ecoli inh 5.0.
`CCOC(=O)C1=CC[C@@H](c2ccccc2)N(S(=O)(=O)c2ccc(C)cc2)[C@H]1c1ccccc1C` gave phage Ecoli inh 0.7.
Screening CC(C)(C)c1ccc(CC(=O)N2CCC2(C)C(=O)NS(=O)(=O)c2ccccc2C(F)(F)F)cc1 (stereo unspecified) returned phage Ecoli inh 0.8.
`C#CCNC(=O)C[C@@H]1C[C@@]2(C(=O)OC)CC(C)(C)CC=C2N(CCc2ccc(OC)c(OC)c2)C1=O` gave phage Ecoli inh 3.2.
For Cn1ccc2c(-c3ccc(C(=O)O)cc3)cc3c(c21)C1CCC3O1 (stereo unspecified) the results were phage Ecoli inh 3.5.
`COc1cc(-c2cnc3c(NC=O)cc(-c4ccccc4)cn23)cc(OC)c1OC` gave phage Ecoli inh 1.4.
For CNc1ccc(-c2cccc([N+](=O)[O-])c2)cn1 the results were phage Ecoli inh 2.1.
Screening COc1cccc(C=NNC(=S)NC2CC3CCC2C3)c1O (stereo unspecified) returned phage Ecoli inh 1.8.
`O=C(O)CC(Sc1ccc(Cl)cc1)C(=O)Nc1ccccc1` (stereo unspecified) gave phage Ecoli inh 4.5.
For COc1ccccc1Cc1c(-c2ccco2)nc2c3ccccc3ccn12 the results were phage Ecoli inh 0.6.
CC(C)C[C@@H]1CN(CCCC[C@H]2CNC(=O)C(=O)N2CCC2CCCCC2)C(=O)C(=O)N1CCC1CCCCC1 was read as phage Ecoli inh -0.1.
`c1ccc(OCCNc2nc(NCC3CC3)nc3cc(-c4ccccc4)sc23)cc1` gave phage Ecoli inh 3.3.
For NC(c1csc(NC(=O)Nc2cccc(Cl)c2)n1)C1CCCCC1 (stereo unspecified) the results were phage Ecoli inh 3.1.
CC1(C(=O)NS(=O)(=O)C2CC2)CCCN(C(=O)c2cc3ccccc3s2)C1 (stereo unspecified) was read as phage Ecoli inh 2.4.
Cc1cc(Br)cn2c(Cc3cccc(F)c3)c(-c3ccccc3)nc12 was read as phage Ecoli inh 2.5.
CC(C)C[C@@H]1O[C@H](CCc2ccccc2)Cc2[nH][nH]c(=O)c21 was read as phage Ecoli inh 3.7.
COC(=O)C[C@@H]1C=C[C@@H](NC(=O)c2ccccc2F)[C@@H](CO)O1 was read as phage Ecoli inh 2.7.
`CC(C)[C@@H](N)C(=O)NC[C@H]1O[C@@H](n2cnc3c(=O)[nH]c(N)nc32)[C@H](O)[C@@H]1O` gave phage Ecoli inh 1.8.
`CC(=O)Nc1cc(-c2ccccc2N(C)C)cn2c(-c3ccc(S(C)(=O)=O)cc3)cnc12` gave phage Ecoli inh -0.5.
COc1cc(CNc2ncnc3c2ncn3[C@H]2CN(Cc3ccncc3)C[C@@H](CO)O2)cc(OC)c1OC was read as phage Ecoli inh 1.6.
Cc1cc(NN=Cc2ccccn2)nc2ccccc12 was read as phage Ecoli inh 11.
`Cn1cc([C@]2(O)C(=O)Nc3ccc(F)cc32)c2ccccc21` gave phage Ecoli inh -1.1.
`Nc1[nH]c(C(=O)c2ccc(Br)cc2)c(-c2ccc(Br)cc2)c1C(=O)NCc1cccc2ccccc12` gave phage Ecoli inh 1.8.
Screening CC(C)(C)c1ccc(CC(=O)N2CCC2(C)C(=O)NS(=O)(=O)c2ccccc2)cc1 (stereo unspecified) returned phage Ecoli inh 1.6.
COc1ccccc1C(=O)N1CCN(C(=O)[C@H](CCc2ccccc2)NC(=O)[C@H]2O[C@@H](n3cnc4c(N)ncnc43)[C@H](O)[C@@H]2O)CC1 was read as phage Ecoli inh 1.4.
For CCCCS(=O)(=O)N1CCCc2nc(-c3ccc(F)cc3)ccc21 the results were phage Ecoli inh 1.2.
Screening CC(C)(C)c1ccc(S(=O)(=O)NC(=O)C2(C)CCN2C(=O)CC2CC2)cc1 (stereo unspecified) returned phage Ecoli inh 0.2.
Screening COC(=O)C1=C(C)N(Cc2cccc(C(F)(F)F)c2)C(=NCc2ccc(C(F)(F)F)cc2)NC1c1ccc(C(F)(F)F)cc1 (stereo unspecified) returned phage Ecoli inh 8.0.
O=C(NCC1CCCCC1)c1ccc2sc([C@H]3C[C@H](O)[C@@H](CO)O3)nc2c1 was read as phage Ecoli inh -2.8.
Screening CC(C(=O)NCc1ccccc1)n1c(CSCCOc2ccccc2)nc2ccccc21 (stereo unspecified) returned phage Ecoli inh -0.2.
For CNc1ccc2ncc(-c3ccc(OC)c(OC)c3)n2n1 the results were phage Ecoli inh 1.1.
Screening CN(C)c1ccc(CNC(=O)C2Cc3c(-c4ccccc4Oc4ccccc4)ccnc3O2)cc1 (stereo unspecified) returned phage Ecoli inh 0.5.
Clc1cccc(Cc2c(C3CCCCC3)nc3ccc(Br)cn23)c1 was read as phage Ecoli inh 0.6.
`FC(F)(F)c1ccccc1Cc1c(-c2cccc(Br)c2)nc2ccc(Cl)cn12` gave phage Ecoli inh 0.7.
For CCOc1cccc(C=NNC(=O)C(=O)Nc2cccc(C(F)(F)F)c2)c1O the results were phage Ecoli inh 18*.
Screening CCCNC(=O)c1cc(C2CCCCN2C(=O)c2ccc3c(c2)CCO3)on1 (stereo unspecified) returned phage Ecoli inh 2.7.
Screening O=C(Nc1ccc2c(c1)OCCO2)C1c2ccccc2OCC(=O)N1Cc1ccccn1 (stereo unspecified) returned phage Ecoli inh -1.4.
For CC(=O)NCCNc1nc2cc(-c3cc(F)ccc3C)sc2c(=O)n1C the results were phage Ecoli inh 3.6.
Screening O=C1NC[C@H](CC2CCCCC2)N(CCc2cc(C(F)(F)F)cc(C(F)(F)F)c2)C1=O returned phage Ecoli inh 2.1.
For CCc1nc2ccc(C(=O)NCc3ccccc3OC)cn2c1N(CC)CCN(C)C the results were phage Ecoli inh 1.7.
Screening OC[C@@H]1CN(Cc2ccco2)C[C@H](n2cnc3c(NC4CCC4)ncnc32)O1 returned phage Ecoli inh 2.4.
`Cc1cc(Br)cn2c(Cc3cccc(Cl)c3)c(C3CCCCC3)nc12` gave phage Ecoli inh 0.6.
For Cc1[nH]nc2c1C(c1cccc(C(F)(F)F)c1)N(Cc1ccccc1)C2=O (stereo unspecified) the results were phage Ecoli inh -2.1.
`Oc1ccc(C[C@H]2CN([C@@H](Cc3ccccc3)CN3CCCC3CN3C(=S)NC[C@@H]3Cc3ccccc3)C(=S)N2CCc2ccccc2)cc1` (stereo partly specified) gave phage Ecoli inh 5.5.
`COC(=O)Cc1nnn2c1[C@H](C)[C@H](C(C)(C)C)OCC2` gave phage Ecoli inh 3.6.
Screening COC(=O)[C@@]12C[C@@H](CC(=O)NCCc3ccccc3OC)C(=O)N(Cc3ccc4c(c3)OCO4)C1=CCC(C)(C)C2 returned phage Ecoli inh 1.8.
Screening OCCCNc1ncnc2c1ncn2[C@H]1CN(Cc2ccc(-c3ccccc3)cc2)C[C@@H](CO)O1 returned phage Ecoli inh 1.5.
Screening CCOC1=C2[C@H](c3ccccc3)N(S(=O)(=O)c3ccccc3)C[C@H]2n2c(=O)n(-c3ccccc3)c(=O)n2C1 returned phage Ecoli inh -3.1.
Screening CC1(Oc2cccc(F)c2)CCN(Cc2csc3ccccc23)C1 (stereo unspecified) returned phage Ecoli inh 3.0.
COCCNc1nc(Oc2cccc(NC(C)=O)c2)c2sc(-c3ccccc3)cc2n1 was read as phage Ecoli inh 0.2.
For CCOC(=O)[C@]12CCC=C1N(Cc1ccco1)C(=O)[C@H](CC(=O)N1CCOCC1)C2 the results were phage Ecoli inh -0.6.
For Cc1ccc(CN2CCC2(C)C(=O)NC(C)C)cc1 (stereo unspecified) the results were phage Ecoli inh 0.9.
